M1 ag: human M1 muscarinic receptor agonists, primary screen, Fluo-8 calcium fluorescence, CHO-K1 cells, HTS; Muscarinic acetylcholine receptor M1 (Homo sapiens), P11229; 360,000 compounds, 0.33% hits; CHO-K1 hM1, agonist mode; 0% DMSO, 100% acetylcholine EC100; activation, % at 3 µM;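 active means activation above the run's mean compound activation plus 3 SD, cut at about 16% in these data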;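 further: peak over basal fluorescence ratio within a 140 s kinetic read after compound addition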
Target sequence (P11229 whole entry, looked up): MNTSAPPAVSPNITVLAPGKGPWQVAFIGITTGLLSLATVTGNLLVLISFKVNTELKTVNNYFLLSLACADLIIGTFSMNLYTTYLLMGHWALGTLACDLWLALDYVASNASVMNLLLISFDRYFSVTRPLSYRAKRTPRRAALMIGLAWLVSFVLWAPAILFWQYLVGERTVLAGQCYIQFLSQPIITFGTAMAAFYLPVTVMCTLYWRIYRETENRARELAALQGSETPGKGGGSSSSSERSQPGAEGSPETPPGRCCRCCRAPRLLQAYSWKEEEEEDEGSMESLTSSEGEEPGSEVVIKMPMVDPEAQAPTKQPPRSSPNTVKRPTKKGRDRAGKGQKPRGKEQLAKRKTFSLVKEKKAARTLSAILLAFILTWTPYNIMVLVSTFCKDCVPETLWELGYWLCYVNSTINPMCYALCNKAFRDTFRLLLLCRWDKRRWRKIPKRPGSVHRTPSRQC
CHRM1 PAM: human M1 muscarinic receptor positive allosteric modulators, primary screen, CHO-K1 cells, Fluo-8 calcium fluorescence, 1536-well | Muscarinic acetylcholine receptor M1 (Homo sapiens), P11229 | CHO-K1 hM1, ACh EC20; 0% = ACh EC20, 100% = maximal ACh | activation, % at 3 µM | 360,000 compounds, 0.088% hits; in the data active means activation above about 19%, passing the limit was not always enough
M4 ag: human M4 muscarinic receptor agonists, primary screen, CHO-K1 cells, Fluo-8 calcium fluorescence; activation, % at 3 µM; Muscarinic acetylcholine receptor M4 (Homo sapiens), P08173; CHO-K1 hM4/Gqi5; vehicle 0%, full acetylcholine response 100%; 360,000 compounds, 0.14% hits;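 active means activation above the run mean over all test wells plus 3 SD, cut at about 32% in these data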;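 further: peak over basal fluorescence ratio per well then scaled between controls; 0% = DMSO wells and 100% = acetylcholine at EC100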
Target sequence (P08173 whole entry, looked up): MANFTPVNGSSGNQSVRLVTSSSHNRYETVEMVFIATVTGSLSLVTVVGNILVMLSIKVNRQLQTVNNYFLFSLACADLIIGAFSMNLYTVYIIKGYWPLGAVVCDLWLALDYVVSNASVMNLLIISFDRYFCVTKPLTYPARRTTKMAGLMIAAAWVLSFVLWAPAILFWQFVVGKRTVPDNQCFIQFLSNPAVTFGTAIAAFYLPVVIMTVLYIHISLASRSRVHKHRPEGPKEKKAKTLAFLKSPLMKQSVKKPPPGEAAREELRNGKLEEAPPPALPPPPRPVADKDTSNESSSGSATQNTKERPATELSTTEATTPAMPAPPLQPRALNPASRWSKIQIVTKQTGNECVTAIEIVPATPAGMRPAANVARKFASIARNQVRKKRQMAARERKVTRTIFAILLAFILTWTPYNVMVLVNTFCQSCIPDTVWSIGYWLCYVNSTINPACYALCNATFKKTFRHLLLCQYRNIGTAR
CHRM4 antagonist: human M4 muscarinic receptor antagonists, primary screen, CHO cells, Fluo-8 calcium fluorescence; Muscarinic acetylcholine receptor M4 (Homo sapiens), P08173; AID 624125, 2012; 360,000 compounds, 0.73% hits; CHO-hM4 cells, ACh EC80; inhibition, % at 3 µM;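 active means inhibition above its plate's cutoff, the mean inhibition of sample wells plus 3 SD, cut at about 27% in these data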;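 further: 0% = acetylcholine EC80 with DMSO and 100% = DMSO without agonist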
M1 antag: human M1 muscarinic receptor antagonists, primary screen, CHO-K1 cells, Fluo-8 calcium fluorescence, 1536-well; Muscarinic acetylcholine receptor M1 (Homo sapiens), P11229; CHO-K1 hM1, ACh EC80 antagonist; inhibition, % at 3 µM; 360,000 compounds, 1.3% hits;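 active means percent inhibition above its own plate's cutoff, namely the mean of that plate's compound wells plus 3 SD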;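 further: peak over basal fluorescence ratio during 140 s after agonist addition; 0% = ACh EC80 plus DMSO and 100% = DMSO alone without agonist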
CHO-K1 Ca antag: nonselective inhibitor or artifact in parental CHO-K1 cells | ATP-induced calcium, Fluo-8 fluorescence | inhibition, % at 3 µM | 360,000 compounds, 0.6% hits | AID 602250;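 active means inhibition above a per-plate cutoff, the plate's mean sample inhibition plus 3 SD, cut at about 24% in these data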;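 further: 0% = DMSO plus EC80 ATP and 100% = DMSO alone without ATP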
CHO parental Ca: ATP-evoked calcium signal inhibitors, parental CHO, primary screen, counter-screen for OX1R antagonist project, cell-based, fluorescence, Fluo-8 calcium dye. 330,000 compounds, 0.63% hits. parental CHO-K1, ATP-induced calcium, Fluo-8 fluorescence. inhibition, % at 5.6 µM;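 active means inhibition above that plate's mean sample inhibition plus 3 SD, cut at about 26% in these data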;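 further: 0% = ATP-challenged DMSO wells and 100% = DMSO wells without ATP; some compounds past the cut are filed as inactive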
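Assay system: untransfected parental CHO cell line. Also added: ATP agonist challenge. Dosing: one dose, 5.6 µM nominal. Measured by: Fluo-8 fluorescence. Read-out: % inhibition. Benchmarks: ATP wells versus no-ATP DMSO wells. Repeats: no replicates.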
OXTR potentiator: human OXTR potentiators, primary screen, fluorescence, CHO-OTR cells, Fluo-8 calcium; 320,000 compounds, 0.061% hits; Fluo-8 calcium fluorescence, potentiator mode; 0% = oxytocin EC15, 100% = EC100; Oxytocin receptor (Homo sapiens), P30559; activation, % at 3 µM;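 active means activation above that plate's cutoff, the mean activation of tested compounds plus 3 SD, cut at about 6.6% in these data, passing the limit was not always enough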;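 further: 100% uses oxytocin at 75 nM as the full agonist control; some results filed as inactive read as strong as hits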
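System: human OTR in CHO cells / Also added: sub-maximal oxytocin, roughly EC15 / Control set: EC15 oxytocin low, 75 nM oxytocin high / Schedule: 6 min compound pre-incubation at room temperature, 100 s kinetic read / Compound: single-point 3.0 µM / Replication: singlicate / Technique: Fluo-8 calcium dye fluorescence / Read-out basis: % activation of max/min ratio relative to oxytocin controls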
M1 ag parental: counter-screen for M1 agonists: effect in parental CHO-K1 cells; 360,000 compounds, 0.48% hits; activation, % at 3 µM; Fluo-8 calcium fluorescence; scaled to maximal ATP response, vehicle zero; in the data active means activation above about 15%;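 further: untransfected CHO-K1 host cells lacking M1 receptor as counterscreen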
An asterisk follows results filed as active; nt = not tested or not shown; & = joins results of further samples.

Sample of the layout (6 entries):
1) CSc1ncccc1C(=O)Nc1cccc(S(=O)(=O)N2CCCCCC2)c1
2) CC(C)(C)OC(=O)NCCCC[C@@H](C(=O)N1CCN(C(=O)OC(C)(C)C)CC1)n1cc(C(CO)NC(=O)OC(C)(C)C)nn1 (stereo partly drawn)
3) CC(=O)Nc1ccc(OCc2ccc(S(=O)(=O)Cc3ccccc3)cc2)cc1
4) CCC(=O)Nc1ccc(S(=O)(=O)NCc2ccco2)cc1
5) COc1cccc(-c2nc(CS(=O)(=O)CC(=O)N3CCN(C)CC3)c(C)o2)c1
6) CCOC(=O)N1CCC(NC(=O)CCc2cn(C)c3ccccc23)CC1

screen / no.,1,2,3,4,5,6
M1 ag,-5,0,0,-5,0,-6
CHRM1 PAM,-2,8,0,-1,1,8
M4 ag,4,0,4,1,2,1
CHRM4 antagonist,11,-4,12,-11,-26,-3
M1 antag,6,-7,0,4,-4,-9
CHO-K1 Ca antag,-8,-10,15,0,-9,-10
CHO parental Ca,-11,0,2,-5,4,-9
OXTR potentiator,-9,-14,-13,-8,-4,-5
M1 ag parental,2.6,0.6,3.5,0.6,0.5,0.6

The whole of this part, previewed entries included:
1) CSc1ncccc1C(=O)Nc1cccc(S(=O)(=O)N2CCCCCC2)c1
2) CC(C)(C)OC(=O)NCCCC[C@@H](C(=O)N1CCN(C(=O)OC(C)(C)C)CC1)n1cc(C(CO)NC(=O)OC(C)(C)C)nn1 (stereo partly drawn)
3) CC(=O)Nc1ccc(OCc2ccc(S(=O)(=O)Cc3ccccc3)cc2)cc1
4) CCC(=O)Nc1ccc(S(=O)(=O)NCc2ccco2)cc1
5) COc1cccc(-c2nc(CS(=O)(=O)CC(=O)N3CCN(C)CC3)c(C)o2)c1
6) CCOC(=O)N1CCC(NC(=O)CCc2cn(C)c3ccccc23)CC1

screen / no.,1,2,3,4,5,6
M1 ag,-5,0,0,-5,0,-6
CHRM1 PAM,-2,8,0,-1,1,8
M4 ag,4,0,4,1,2,1
CHRM4 antagonist,11,-4,12,-11,-26,-3
M1 antag,6,-7,0,4,-4,-9
CHO-K1 Ca antag,-8,-10,15,0,-9,-10
CHO parental Ca,-11,0,2,-5,4,-9
OXTR potentiator,-9,-14,-13,-8,-4,-5
M1 ag parental,2.6,0.6,3.5,0.6,0.5,0.6

7) CC(C)CNC(=O)/C(C#N)=C1\N=C(NC(=O)c2ccco2)c2ccccc21
8) COc1ccc(-c2nnn(CC(=O)N(C3CCCCC3)C(C)C(=O)NC3CCCC3)n2)cc1OC (stereo not drawn)
9) Cc1ccsc1/C=N/N1CCN(C2c3ccccc3-c3ccccc32)CC1
10) C/C=C/c1ccc(OCCCN2C(=O)NC(C)(C)C2=O)c(OC)c1
11) O=C(NCC1CCCO1)c1cccc(S(=O)(=O)Nc2cccc(C(F)(F)F)c2)c1 (stereo not drawn)
12) CC1(c2nnc(-c3ccc(F)cc3)o2)CC(c2ccc(Cl)cc2)=NO1 (stereo not drawn)

screen / no.,7,8,9,10,11,12
M1 ag,-2,-7,-4,-3,4,-6
CHRM1 PAM,9,-2,4,-11,4,3
M4 ag,4,-1,0,4,5,0
CHRM4 antagonist,-4,2,-17,2,-7,-1
M1 antag,-7,1,-10,20,-9,2
CHO-K1 Ca antag,-10,10,-14,4,-7,-6
CHO parental Ca,6,5,-12,-22,-12,-15
OXTR potentiator,0,3,-4,0,-6,3
M1 ag parental,4.2,0.5,0.5,0.1,0.8,0.1

13) CCCNC(=S)NC1CC2CCCC(C1)N2CC(C)C (stereo not drawn)
14) O=C(Oc1cccc(OC(=O)c2ccco2)c1)c1ccco1
15) O=C1C(O)CCN1C1CCCCC1 (stereo not drawn)
16) C#Cc1cccc(Nc2nc(NCc3ccccc3)nc3ccsc23)c1
17) O=C(NC1CC1)c1ccc2snnc2c1
18) COc1cc(/C=N/Nc2nc(C)cc(=O)[nH]2)ccc1O

screen / no.,13,14,15,16,17,18
M1 ag,-13,-7,-2,-1,-3,-3
CHRM1 PAM,-28,0,9,-15,-11,3
M4 ag,1,1,1,11,0,1
CHRM4 antagonist,2,3,14,27*,-3,2
M1 antag,30,-5,-21,27,13,-8
CHO-K1 Ca antag,-15,-4,-5,4,-6,-13
CHO parental Ca,-10,nt,nt,nt,-2,4
OXTR potentiator,-6,nt,nt,nt,-8,-4
M1 ag parental,-0.1,-0.2,0.2,7.0,-0.5,0.4

19) O=C(CSc1ccccc1)NNC(=O)c1ccccc1O
20) COc1cc2ccccc2cc1C(=O)N(CCN(C)C)c1nc2ccc(Br)cc2s1
21) CCN(CC)c1ccc(C=NCCc2ccc(S(N)(=O)=O)cc2)cc1
22) Cn1c(=O)n(CC(=O)OCc2ccccc2)c(=O)c2c1nc1n2CCCN1C1CCCCC1
23) O=C(NC1CCCCCCC1)c1c(Cl)cccc1Cl
24) CC(Oc1ccccc1)C(=O)NC1=NCCS1 (stereo not drawn)

screen / no.,19,20,21,22,23,24
M1 ag,-2,1,-3,-4,-7,-5
CHRM1 PAM,10,19,9,0,-1,15
M4 ag,2,1,1,1,2,1
CHRM4 antagonist,-2,5,-9,2,-6,-9
M1 antag,-16,-13,-6,-7,-5,-4
CHO-K1 Ca antag,-9,8,-22,-3,-10,-6
CHO parental Ca,-2,-18,-4,-12,-10,0
OXTR potentiator,-12,-18,-8,2,-5,5
M1 ag parental,3.1,-0.1,0.6,-0.1,0.9,-0.3

25) O=C(N/N=C/c1ccc(OC(F)F)cc1)C1=COCCO1
26) CCCCn1c(N)c(N(CCOC)C(=O)c2cc(-c3ccc(F)cc3)nc3ccccc23)c(=O)[nH]c1=O
27) Cc1ccsc1C(=O)NNC(=O)C1CCCCC1C(=O)O (stereo not drawn)
28) CCc1cccc2c(C(=S)N3CCCC3)c[nH]c12
29) CC1CCC/C(=C\Nc2ccc3c(c2)OCO3)C1=O (stereo not drawn)
30) Cc1nc(C(C)NC(=O)c2ccc(OC3CCN(Cc4ccccn4)CC3)cc2)c(C)s1 (stereo not drawn)

screen / no.,25,26,27,28,29,30
M1 ag,0,-4,-2,-12,-4,-5
CHRM1 PAM,12,11,5,6,-5,4
M4 ag,1,0,1,3,0,1
CHRM4 antagonist,-2,-6,-3,7,-7,4
M1 antag,-15,-11,-12,-8,10,-3
CHO-K1 Ca antag,-13,1,-3,-2,9,-15
CHO parental Ca,1,-30,-7,6,-16,-17
OXTR potentiator,-3,-7,-15,-3,1,1
M1 ag parental,0.7,0.2,0.0,1.7,0.8,1.1

31) CCC(C)N(C(=O)c1csnn1)C(C(=O)NC1CCCC1)c1ccccc1F (stereo not drawn)
32) Cc1nn(CC(=O)NC2CCCCC2)c(C)c1[N+](=O)[O-]
33) Cc1c(O)c2ccccc2n(-c2ccccc2)c1=O
34) CCOC(=O)CC(=O)CSc1nc(C)nc2c1oc1ccccc12
35) CN(Cc1ccccc1)C(=O)c1cccc(NC(=O)C2CCCN(C(=O)OC(C)(C)C)C2)c1 (stereo not drawn)
36) COc1ccccc1-c1nc(N)n[nH]1

screen / no.,31,32,33,34,35,36
M1 ag,-4,3,5,-4,-3,-5
CHRM1 PAM,11,14,2,-2,-20,7
M4 ag,-1,0,1,4,21,0
CHRM4 antagonist,-1,-15,0,4,-10,10
M1 antag,-8,-17,-2,-5,26,-9
CHO-K1 Ca antag,-10,-4,-4,12,-9,-10
CHO parental Ca,-10,nt,-10,-22,-15,4
OXTR potentiator,-9,nt,-9,1,-6,1
M1 ag parental,0.3,-0.4,2.0,1.5,6.4,0.3

37) O=S(=O)(CCN1CCN(C(c2ccccc2)c2ccccc2)CC1)C(F)(F)F
38) CCOC(=O)Cc1cnc(NC(=O)CSc2nc(C(C)C)cc(=O)[nH]2)s1
39) CCOC(=O)c1sc2nccc(N(C)C)c2c1N=CN(C)C
40) COc1cc(NC(=O)CCN2CCOCC2)cc(OC)c1
41) CCOC(=O)c1c(C)[nH]c(C(=O)Cn2nnc(-c3ccc(Cl)cc3)n2)c1C
42) COc1ccc(N2C(=O)CCC(C(=O)N(C)CCc3ccccn3)C2c2ccc(OC)c(OC)c2)cc1 (stereo not drawn)

screen / no.,37,38,39,40,41,42
M1 ag,-14,-2,-4,-5,-3,-4
CHRM1 PAM,-34,12,0,3,3,1
M4 ag,1,0,0,1,2,0
CHRM4 antagonist,48*,1,-8,2,-4,3
M1 antag,77*,-19,-16,-8,3,3
CHO-K1 Ca antag,-14,-15,-10,-6,-21,-7
CHO parental Ca,-13,-14,-4,nt,-14,-3
OXTR potentiator,-3,-3,-6,nt,-4,0
M1 ag parental,1.2,0.1,0.1,0.5,1.0,1.2

43) COc1cc(NC2c3ncccc3C(=O)N2Cc2ccco2)cc(OC)c1OC (stereo not drawn)
44) COC(=O)c1ccc(C(=O)OC)c(NC(=O)CCc2ccc(C)o2)c1
45) COc1cccc(NC(=S)N2CCCC2)c1
46) COc1ccc(-n2c3c(cc(C(=O)NC4CCSC4=O)c2=O)C(=O)CC(C)(C)C3)cc1 (stereo not drawn)
47) CCOc1cccc(-c2c(C(=O)N/N=C/c3ccco3)nnn2-c2nonc2N)c1
48) Oc1ccc(CNc2ccccc2F)c2cccnc12
49) COC(=O)c1ccc(S(=O)(=O)N(Cc2ccccc2)Cc2ccccc2)n1C

screen / no.,43,44,45,46,47,48,49
M1 ag,-5,-3,-2,-4,16,-2&-3,-5
CHRM1 PAM,-1,4,6,11,19,-1&7,0
M4 ag,1,0,0,1,2,0&1,0
CHRM4 antagonist,4,6,-1,0,4,3&1,3
M1 antag,4,-6,0,-13,-17,-6&-10,-5
CHO-K1 Ca antag,12,-5,4,-19,-9,0&-10,8
CHO parental Ca,-7,2,-2,-5,-4,-3,-19
OXTR potentiator,-9,-7,-7,-6,-5,-6,-15
M1 ag parental,-0.2,0.7,-0.2,0.5,5.6,0.1&0.3,0.7

Screening data deposited in PubChem BioAssay by The Scripps Research Institute Molecular Screening Center.
